All columns: NCI-60 one-dose screen, growth in % after 48 h at 10 µM unless noted; 100 = growth as untreated, 0 = no growth, -100 = all killed.
786-0: 786-0 renal cancer cells; actives 5.1% (n = 81,000); AID 1794775
UO-31: UO-31 renal cancer; actives 5.2% (n = 81,000); AID 1794768
TK-10: TK-10 renal cancer cells. actives 3.9% (n = 81,000). AID 1794769
SN12C: SN12C renal cancer cells. actives 3.8% (n = 81,000). AID 1794767
DU-145: DU-145 prostate cancer; actives 4.2% (n = 81,000); AID 1794760
RXF 393: RXF 393 renal cancer cells. actives 6.9% (n = 77,000). AID 1794773
A498: A498 renal cancer cells; actives 5.4% (n = 76,000)
ACHN: ACHN renal cancer | actives 4.9% (n = 81,000) | AID 1794771
CAKI-1: CAKI-1 renal cancer | actives 4.7% (n = 75,000) | AID 1794772
The depositor's hits bear a star; . = not tested or not shown; & = joins results of further samples; [ ] = remark or other dose. Rule for the calls: active = growth percent below 10; inactive = the rest.

Below each compound: 786-0	UO-31	TK-10	SN12C	DU-145	RXF 393	A498	ACHN	CAKI-1
COc1ccc(C(=O)c2c(N)c(C#N)cn2-c2cccc(OC)c2)cc1
    37	34	69	32	51	17	-1.2*	38	31
Cc1ccc(C(=O)N/N=C/c2cccs2)cn1
    29	98	120	103	112	110	96	98	86
CCOC(=O)c1sc2nc(-c3ccc(N(C)C)cc3)nc(N3CCOCC3)c2c1C
    94	72	98	91	105	115	65	87	78
COC(=O)c1cc(C(=O)C(C)(C)C)n2c3ccccc3c3ccccc3c12
    93	85	121	95	97	91	156	90	61
CC(=O)[C@@H]1CC[C@H](C)c2ccc(C)nc2C1
    104	100	98	100	114	131	111	108	105
OCC[C@H]1C[C@H]1c1ccoc1
    98	99	92	99	107	115	113	106	93
O=C(Cn1cc(CSc2nnc3oc4ccccc4n23)nn1)Nc1ccc(F)c(Cl)c1
    93	67	87	84	91	81	109	70	67
[O-][N+](=Nc1cccc(Cl)c1)c1cccc(Cl)c1
    109	73	108	93	108	102	103	94	96
CSc1nc2c(c(=O)[nH]1)C1(C(=O)N(C)c3ccccc31)c1c(nc(SC)[nH]c1=O)N2
    105	91	112	98	109	95	117	93	97
COc1ccc(-c2ccc3cnc4sc(-c5ccc(OC)cc5)nc4c3n2)cc1
    106	62	142	103	107	107	63	90	96

Single records (already shown).
CC(=O)[C@@H]1CC[C@H](C)c2ccc(C)nc2C1 across the screens: 786-0: 104; UO-31: 100; TK-10: 98; SN12C: 100; DU-145: 114; RXF 393: 131; A498: 111; ACHN: 108; CAKI-1: 105
O=C(Cn1cc(CSc2nnc3oc4ccccc4n23)nn1)Nc1ccc(F)c(Cl)c1 across the screens: 786-0: 93; UO-31: 67; TK-10: 87; SN12C: 84; DU-145: 91; RXF 393: 81; A498: 109; ACHN: 70; CAKI-1: 67

New compounds follow
Below each compound: 786-0	UO-31	TK-10	SN12C	DU-145	RXF 393	A498	ACHN	CAKI-1
Cc1cc(/C=C2\SC(=Nc3ccccc3)N(C3CCCC3)C2=O)c(C)n1-c1ccc(Cl)cc1
    -85*	-92*	-91*	-51*	-79*	-90*	-88*	-76*	-60*
CCOC(=O)c1c(Nc2ncnc3cc(OC)c(OC)cc23)sc2c1CCCC2
    94	94	143	98	101	86	90	103	96
O=c1cccc[nH]1
    108&117	89&109	103&118	95&104	100&108	117	108&110	99&112	94
NS(=O)(=O)c1ccc(Nc2nc(N/N=C/c3cc(Br)c(O)c(Br)c3)nc(Nc3ccccc3)n2)cc1
    25	85	113	46	51	54	102	92	94
Clc1ccc(-c2ncc(-c3ccccc3)o2)cc1
    105	77	127	100	107	109	81	95	84
Cn1nc(NC(=O)C(F)(F)F)c2ncc(-c3ccccc3)nc21
    105	92	97	99	109	98	84	96	108
COc1ccc(/C=N/OCC(O)CN2CCC(O)CC2)cc1OC1CCCC1 (stereo not given)
    102	89	106	103	109	115	.	104	95
O=C(Nc1ccc(C2=NCCCN2)cc1)c1ccc(C(=O)Nc2ccc(C3=NCCCN3)cc2)cc1
    90	104	107	106	153	140	195	115	119
CN1C(=O)C(C2=NN(C=O)C(c3ccc(Cl)cc3)C2)C(=O)N(C)C1=O (stereo not given)
    74	67	86	85	71	86	79	52	.
Cc1ccc(/C=C2\CN(Cc3cn(CCNc4ccnc5cc(Cl)ccc45)nn3)C/C(=C\c3ccc(C)cc3)C2=O)cc1
    -36*	-79*	30	-63*	-99*	-89*	-81*	-17*	-14*
NC(=S)N/N=C(/c1ccccc1)c1ccc2nc(-c3ccc(Cl)cc3)[nH]c2c1
    102	72	144	85	90	144	109	89	86
CCCC(O)Cn1ncc(C(=O)OCC)c1NC(=O)NCc1ccccc1C(F)(F)F (stereo not given)
    82	78	76	103	106	111	106	104	87
Nc1ccc(C(=O)Nc2cc(S(=O)(=O)O)cc3cc(S(=O)(=O)O)ccc23)cc1
    112	101	107	117	115	112	104	113	105
Cc1c(O)c(O)cc2c3c(oc12)CC(c1ccco1)CC3=O (stereo not given)
    99	66	123	91	95	104	111	87	103
COc1cc(-c2nn(C(=O)NS(=O)(=O)c3ccc(Cl)cc3)cc2-c2ccncc2)ccc1Cl
    74	72	80	84	89	80	81	81	82
CC(=O)Nc1ccc(-c2cn(-c3cccc(C(=O)Nc4ccc(Cl)c(C(F)(F)F)c4)c3)nn2)cn1
    -34*	-56*	-18*	-48*	3.5*	.	-63*	-52*	-28*
CC(C)(C)OC(=O)CN1CCc2c(sc3ncnc(N/N=C/c4ccc(Br)cc4)c23)C1
    89	66	108	99	116	100	113	86	83
CC1C=CC(OC(=O)C(C)(O)CCC(O)(C(=O)OC2CC(O)C(C(C)C)CC2(C)O)C(C)C)(C(C)C)CC1 (stereo not given)
    -88*[4.63 µM]	-100*[4.63 µM]	-86*[4.63 µM]	-62*[4.63 µM]	-89*[4.63 µM]	-87*[4.63 µM]	-92*[4.63 µM]	-94*[4.63 µM]	-97*[4.63 µM]
Cc1ccc(CN(CC(=O)O)N=O)cc1
    104	85	105	109	111	108	112	106	88
NC(CSCC(=O)N1CCN(c2cc3c(cc2F)c(=O)c(C(=O)O)cn3C2CC2)CC1)C(=O)O (stereo not given)
    104	91	113	99	104	97	97	104	100

Some of these compounds in order of number of heavy atoms, smallest number first.
Below each compound: 786-0	UO-31	TK-10	SN12C	DU-145	RXF 393	A498	ACHN	CAKI-1
Cc1ccc(CN(CC(=O)O)N=O)cc1
    104	85	105	109	111	108	112	106	88
Nc1ccc(C(=O)Nc2cc(S(=O)(=O)O)cc3cc(S(=O)(=O)O)ccc23)cc1
    112	101	107	117	115	112	104	113	105
CCCC(O)Cn1ncc(C(=O)OCC)c1NC(=O)NCc1ccccc1C(F)(F)F (stereo not given)
    82	78	76	103	106	111	106	104	87
COc1cc(-c2nn(C(=O)NS(=O)(=O)c3ccc(Cl)cc3)cc2-c2ccncc2)ccc1Cl
    74	72	80	84	89	80	81	81	82
NC(CSCC(=O)N1CCN(c2cc3c(cc2F)c(=O)c(C(=O)O)cn3C2CC2)CC1)C(=O)O (stereo not given)
    104	91	113	99	104	97	97	104	100

The list goes on:
Below each compound: 786-0	UO-31	TK-10	SN12C	DU-145	RXF 393	A498	ACHN	CAKI-1
Cc1nc2c(c(=O)[nH]1)C(c1ccccc1Cl)c1ccc3ccccc3c1O2 (stereo not given)
    102	64	108	93	101	95	50	86	68
Cc1cc(O)c(C(C)C)cc1N=Cc1ccc([N+](=O)[O-])cc1
    112	75	101	104	109	110	66	105	107
O=C(O)c1ccc(NCc2cn(-c3ccc(C(=O)O)cc3)nc2-c2cc(C(F)(F)F)cc(C(F)(F)F)c2)cc1
    100	92	115	93	101	107	78	104	92
O=c1[nH]cc(Br)c(=O)[nH]1
    105	107	93	100	110	65	117	95	57
Cn1c(N)nc2c(ncn2C2CC(O)C(CO)O2)c1=O (stereo not given)
    92	62	104	89	110	107	109	94	93
Cc1cccc(C)c1NN
    .	77	103	104	106	104	109	93	86
C=C[C@@H]1C[C@@H]2Cc3cc(F)ccc3N1O2
    111	129	107	102	112	115	98	106	93
COC(=O)c1ccc(C(=O)OC)c(=O)[nH]1
    110	98	122	113	109	114	120	112	102
Oc1cccc(-c2nc3sccn3c2-c2ccncn2)c1
    96	77	123	92	106	67	119	98	70
Nc1ccc(S(=O)(=O)O)c2ccc(S(=O)(=O)O)cc12
    98	72	98	95	116	107	124	98	89
CC1(C)CCC(C)(C)c2cc3c(cc21)C(C)(C)CCC3(C)C
    100	105	116	117	108	108	100	115	94
Cc1ccc(-c2ccnc3c2c(=O)[nH]c(=O)n3CCc2ccccc2)cc1
    100	87	110	105	113	101	88	80	97
C/C=C\C=C\C(=O)OCCC
    97	91	133	95	116	113	97	99	100
CCOC(=O)CCCCN1C(=O)S/C(=C\c2cccc([N+](=O)[O-])c2)C1=O
    101	83	115	95	105	95	.	103	85
COc1ccc(OC)c(-c2cn3nc(-c4c[nH]c5ccc(Br)cc45)sc3n2)c1
    49	45	62	44	29	68	86	39	30
CN(C)c1ccc(/C=C/c2nccc3ccccc23)cc1
    103	58	88	76	101	102	.	87	74
C/C(=C(/c1ccc(Cl)cc1)c1ccc(OCCN2CCCCC2)cc1)c1ccc(Cl)cc1
    115	82	100	99	109	110	97	108	95
COC(=O)c1nc(-c2ccccc2)oc1S(=O)(=O)N1CCN(c2cccc(Cl)c2)CC1
    57	63	89	75	93	84	111	85	33
Nc1cc(Cl)ccc1C(=O)O
    104	60	121	97	111	112	.	97	99
O=C(Nc1cccc(-c2cc(=O)c3ccccc3o2)c1)Nc1ccc2c(c1)OCO2
    97	96	77	92	99	.	58	93	71
Oc1ccc(C=NCCN=Cc2ccc(O)cc2)cc1
    105	87	110	93	101	113	99	101	106
COc1cccc2c1C(=O)c1ccccc1C2=O
    91	81	101	104	105	103	82	93	99
C=C(CC[C@@H](C)[C@H]1CC[C@H]2C3=C[C@H](O)[C@H]4C[C@@H](O)CC[C@]4(C)[C@H]3CC[C@]12C)C(C)C
    114	98	103	96	106	108	95	104	94
Nc1cc(-c2ccccc2)nn1-c1nc(-c2ccc(Cl)c(Cl)c2)cs1
    104	80	150	97	105	113	104	101	86
C/C=C\C=N\NC(N)=S
    102	82	103	88	99	103	95	99	95
O=C(CSc1nc2sc3c(c2c(=O)n1-c1ccc(Cl)cc1)CCCC3)Nc1nc(-c2ccccc2)cs1
    97	82	134	94	112	98	.	95	89
COc1ccc2cc(C(=O)/C=C/N=C3C=NNC3=O)ccc2c1
    97	69	90	93	83	103	106	97	81
O=C(Cn1nncc1CN1C(=O)CSC1=O)Nc1cc(Cl)cc(Cl)c1
    105	92	109	104	111	122	99	106	94
COc1ccc(OC)c(/C=C2/C(=O)Cc3ccccc32)c1
    89	85	102	89	100	95	81	98	90
O=S(=O)(NCCCNc1nccc(-n2ccc3cccnc32)n1)c1cccc(C(F)(F)F)c1
    102	104	102	108	101	103	112	105	95
NS(=O)(=O)c1cc[n+]([O-])c2ccccc12
    96	95	109	107	99	155	84	102	96
COc1ccc(-c2nc3cc(Cl)c(Cl)cc3n2CC(=O)N=Nc2c(O)[nH]c3ccc(Br)cc23)cc1
    -17*	-35*	6.3*	-20*	-48*	-58*	.	-83*	-77*
Nc1c(C(=O)N/N=C/c2ccc(Oc3ccccc3)cc2)cnn1CC(O)c1ccccc1 (stereo not given)
    96	76	92	96	93	108	.	88	87
Fc1ccc(/C=C/c2cc(/C=C/c3ccc(F)cc3)n(-c3ccc(OC(F)(F)F)cc3)n2)cc1
    88	82	100	102	110	114	103	100	81
O=C1OCC2=C1C(c1ccccc1)c1cc3c(cc1N2CCO)OCO3 (stereo not given)
    32	44	63	39	69	25	6.1*	37	36
COc1ccc(C(F)(F)F)cc1[N+](=O)[O-]
    103	85	111	103	120	97	88	111	103
CN(C(=O)C1CC1)c1ccccc1
    97&106	98&81	114&102	99&98	115&110	96&96	92&103	105&102	98&100
O=C(Cn1[nH]c(=O)c2ccccc2c1=O)OCc1csc(-c2ccccc2)n1
    110	77	181	93	117	62	115	119	98
Cc1ccc(C2C=CC(C#N)=CN2Cc2ccccc2)cc1 (stereo not given)
    99	80	100	96	113	91	100	89	81
C=CCc1c(O)c(OC)c2c(c1OC)OCO2
    99	87	104	100	104	106	68	104	88
NS(=O)(=O)c1cc(C2(O)NC(=O)c3ccccc32)ccc1Cl (stereo not given)
    102	76	.	101	116	109	129	91	94
CCc1c(C(=O)Nc2ccc3ccccc3c2)[nH]c(C)c1C(C)=O
    104	87	100	97	107	97	80	99	86
CC(C)(C)c1ccc([I+]c2ccc(C(C)(C)C)cc2)cc1
    17	63	24	4.0*	-89*	0.6*	-2.6*	47	88
NS(=O)(=O)c1ccc(-c2nonc2-c2ccccc2)cc1
    107	74	103	108	103	104	108	115	92
CCc1ccccc1C(=O)N(CC)CC
    101	91	106	105	104	.	86	104	100
O=S1c2ccccc2Sc2ccccc21
    96	77	103	89	112	98	78	91	123
COc1ccc(C(=O)c2cc3c(N)c(C(=O)Nc4cccc(Cl)c4)sc3nc2C)cc1
    52	43	50	43	18	.	-0.9*	49	44
COC(=O)C(/C(=N/N)C(=O)Nc1cc(Cl)ccc1Cl)c1nc2ccc([N+](=O)[O-])cc2[nH]c1=O (stereo not given)
    124	65	141	100	105	107	84	93	101
CCN(CC)CCNc1c(C)cc(CO)c(Cl)c1C
    103	111	106	98	120	119	89	106	104
Clc1cc(Cl)c2c(c1)C=C1CCCCC3=Cc4cc(Cl)cc(Cl)c4OC13O2
    99	101	123	95	114	106	96	95	86

Additional records:
Below each compound: 786-0	UO-31	TK-10	SN12C	DU-145	RXF 393	A498	ACHN	CAKI-1
Cc1c(C(=O)/C=C/Nc2c(Cl)cc(S(N)(=O)=O)cc2Cl)sc2nc3ccccc3n12
    107	89	111	102	107	115	101	99	98
COc1cc2c(c(OC)c1OC)C(=O)CC(c1cccc(NC(=O)c3cccc(NC(=O)[C@H](C)NC(=O)OC(C)(C)C)c3)c1)O2 (stereo not given in full)
    86	44	101	60	62	90	104	41	42
NC(N)=NCCC[C@@H](NC(=O)[C@@H](Cc1ccccc1)NC(=O)Cc1ccc(Cl)cc1)C(=O)NCC(=O)NCc1cn(CCNC(=O)CCC(F)(F)C(F)(F)C(F)(F)C(F)(F)C(F)(F)C(F)(F)C(F)(F)C(F)(F)F)nn1
    97	81	77	92	97	112	83	97	74
Clc1nc(Cl)c2c3c(sc2n1)CCCC3
    96	66	91	28	-55*	-19*	127	45	64
COc1ccc(C2CC(c3ccc(Cl)cc3)=NN2c2ccccc2)cc1OC (stereo not given)
    90	77	101	98	101	.	91	107	97
Cc1ccn2c(NC(C)(C)CC(C)(C)C)c(-c3ccc(-c4ccccc4)cc3)nc2c1
    96	72	94	81	100	.	90	96	67
